dFosB act = activators of delta FosB homodimer, primary screen, biochemical, fluorescence polarization, TAMRA-CDK5 oligo, single point | purified delta FosB; percent of positive-control signal above neutral wells | activation, % at 25 µM | 340,000 compounds, 0.99% hits | AID 493131, 2011;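 active = mean activation above about 17%, with every replicate also reaching it, limit read from the data, passing the limit was not always enough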;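 note: fluorescence polarization rise as delta FosB binds a TAMRA Cdk5 AP-1 oligo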
NSD2 inh = NSD2 histone methyltransferase inhibitors, primary screen, biochemical, AlphaScreen, single concentration, set 2. NSD2 peptide methylation, 120 min. Histone-lysine N-methyltransferase NSD2 (Homo sapiens), O96028. inhibition, % at 12.5 µM. 310,000 compounds, 0.54% hits; in the data active = inhibition above about 50%
PKA-R1A activ = activators of PKA-R1A holoenzyme, primary screen, biochemical, fluorescence polarization, Cy5-IP20, bovine R1A, mouse PKAc; cAMP-dependent protein kinase type I-alpha regulatory subunit (Bos taurus) + …; activation, % at 11.4 µM; 340,000 compounds, 0.083% hits; AID 504707, 2011; PKA-R1A dissociation; scaled: DMSO 0%, 113 µM cGMP 100%;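 active = percent activation above the mean of all tested compounds plus 3 SD, cut at about 19% in these data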;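 note: higher means more PKAc released from R1A so a rise in polarization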
MITF TRPM1 HTS = activators of MITF-driven TRPM1 promoter reporter, primary screen, cell-based, SK-MEL-5, luciferase, single point | SK-MEL-5 TRPM1-promoter luciferase, 24 h; % of positive control, neutral wells = 0 | activation, % at 12.5 µM | 300,000 compounds, 0.75% hits | AID 588334, 2011;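 active = mean activation of at least 80% with every replicate also reaching 80%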;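 note: 0% = neutral control wells and 100% = parthenolide positive control wells; values of inactives mirror those of a sister screen read the other way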
SR-BI HDL uptake = inhibitors of SR-BI mediated HDL lipid uptake, primary screen, ldlA[mSR-BI] cells, fluorescence, single point. Scavenger receptor class B member 1 (Mus musculus), Q61009. ldlA[mSR-BI] CHO cells, DiI-HDL uptake fluorescence, 3 h. inhibition, % at 12.5 µM. 320,000 compounds, 0.96% hits. AID 488896, 2010;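 active = mean replicate inhibition of at least 70% and a set share of replicates each scoring 70 or more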;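 note: 0% = median of neutral control wells and 100% = median of positive control wells; values of inactives mirror those of a sister screen read the other way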
Target sequence (Q61009 whole entry, looked up): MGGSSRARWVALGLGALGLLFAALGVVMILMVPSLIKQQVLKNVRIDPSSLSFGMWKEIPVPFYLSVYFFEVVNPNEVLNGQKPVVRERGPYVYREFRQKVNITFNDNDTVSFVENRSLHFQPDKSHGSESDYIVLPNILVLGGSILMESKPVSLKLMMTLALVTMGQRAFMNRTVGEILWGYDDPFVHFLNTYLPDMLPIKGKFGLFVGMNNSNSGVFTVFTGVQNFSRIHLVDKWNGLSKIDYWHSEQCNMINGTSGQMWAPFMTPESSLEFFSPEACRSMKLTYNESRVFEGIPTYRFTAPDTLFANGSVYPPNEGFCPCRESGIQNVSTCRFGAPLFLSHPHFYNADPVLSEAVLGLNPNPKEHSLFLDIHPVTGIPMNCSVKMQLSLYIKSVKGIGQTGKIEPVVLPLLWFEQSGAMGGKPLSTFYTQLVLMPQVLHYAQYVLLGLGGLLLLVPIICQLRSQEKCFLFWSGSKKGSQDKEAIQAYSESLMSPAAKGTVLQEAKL
Arrestin-AP2 inh = inhibitors of beta-arrestin/AP2 binding, primary screen, biochemical, GPCR trafficking, flow cytometry. beta-arrestin 1 C-terminal peptide binding to AP2 beta2-adaptin appendage (human). FITC-arrestin peptide / GST-AP2 beads; AP2 beta2 appendage carries R879A mutation. inhibition, % at 10 µM. 340,000 compounds, 0.31% hits;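 active = inhibition above a set limit, near 3 SD of compounds lacking own fluorescence, cut at about 54% in these data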;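 note: plate controls were DMSO wells for no effect and 5 µM unlabelled arrestin peptide for full effect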
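System: GST-AP2 R879A glutathione beads. Medium: PBS with 0.05% Tween 20 and 0.1% BSA. Also added: FITC-arrestin peptide, 50 nM. Incubation: 12 min plus 1 h, RT. Measured by: high-throughput flow cytometry of beads, ex 488, em 535 nm. Evaluation: percent drop in bead-associated FITC signal.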
SUMO Mot1 rescue = yeast Mot1-301 growth rescue at high temperature, primary screen, SUMOylation pathway inhibitor project, S. cerevisiae, ATP luminescence, 38.5C; 320,000 compounds, 1% hits; growth rescue, % at 18.8 µM; S. cerevisiae Mot1-301 growth rescue; percent above DMSO median, 100 means doubled;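 active = every valid replicate shows activation above 250% relative to neutral control wells; inactive = the rest, any valid replicate at or below 250%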;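 note: OY570 slx delta 5 strain wells were the positive control but not used for scaling; some compounds called inactive have numbers as strong as hits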
DSG3 Ab inh = inhibitors of pemphigus antibody binding to DSG3, primary screen, biochemical, bead-based, flow cytometry, scFv-GFP; DSG3-coupled beads, scFv-anti-DSG3-GFP binding; active compounds read low; binding (percent of control), % at 10 µM; 310,000 compounds, 0.48% hits; AID 588358, 2011;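 active = binding more than 3 SD below its plate's average and above zero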;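 note: hits lower antibody fragment binding to DSG3; some compounds called inactive have numbers as strong as hits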
PKA-R2B activ = activators of PKA-R2B holoenzyme, primary screen, biochemical, fluorescence polarization, Cy5-IP20, human. cAMP-dependent protein kinase catalytic subunit beta (Homo sapiens) + cAMP-dependent …. PKA-R2B holoenzyme dissociation; R2B truncated from residue 108, S112A mutant; 0% DMSO only, 100% 113 µM cGMP. activation, % at 11.4 µM. 340,000 compounds, 0.079% hits. AID 504700, 2011;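 active = activation above a cutoff set at the mean over all compounds plus 3 SD, cut at about 18% in these data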;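 note: higher means more holoenzyme dissociation and a rise in polarization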
Target sequence (P31323 whole entry, looked up, other chains not shown, the tested form may be a part): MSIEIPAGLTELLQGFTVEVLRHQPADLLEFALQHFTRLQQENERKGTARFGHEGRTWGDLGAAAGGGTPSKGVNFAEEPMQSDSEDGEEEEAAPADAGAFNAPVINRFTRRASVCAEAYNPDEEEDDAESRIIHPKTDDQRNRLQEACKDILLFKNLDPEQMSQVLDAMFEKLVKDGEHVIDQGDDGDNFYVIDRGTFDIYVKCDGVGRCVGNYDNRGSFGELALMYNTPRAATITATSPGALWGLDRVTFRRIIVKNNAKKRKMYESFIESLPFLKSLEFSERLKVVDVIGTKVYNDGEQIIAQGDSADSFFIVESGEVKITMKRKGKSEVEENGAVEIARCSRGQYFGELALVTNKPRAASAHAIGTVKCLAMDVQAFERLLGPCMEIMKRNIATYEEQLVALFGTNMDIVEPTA
CDK5 p35 inh = inhibitors of human CDK5/p35 kinase, primary screen, biochemical, single concentration; Cyclin-dependent kinase 5 (Homo sapiens) + Cyclin-dependent kinase 5 activator 1 (Homo …; Recombinant CDK5/p35, ADP-Glo luminescence, 60 min; inhibition, % at 10 µM; 330,000 compounds, 0.01% hits;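 active = highest replicate inhibition of at least 50% and at least 75% of replicates reaching 50%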;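 note: plate controls were DMSO neutral control for no effect and GW8510 at 10 µM for full effect; many of its hits are not listed in these tables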
SR-BI uptake up = activators of SR-BI mediated DiI-HDL uptake, primary screen, ldlA[mSR-BI] CHO cells, DiI fluorescence. 3 h; 100 = double the neutral-control signal. activation, % at 12.5 µM. 320,000 compounds, 0.096% hits;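 active = mean replicate activation of at least 60% and every replicate at or above 60%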;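 note: 0% = median plate neutral-control signal and 100% = twice that signal; values of inactives mirror those of a sister screen read the other way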
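system = CHO ldlA[mSR-BI] cells, LDL receptor-null, SR-BI overexpressing | medium = Ham's F12 with 0.5% BSA, HEPES 25 mM, pH 7.4 | probe or stimulus = DiI-HDL 10 µg/mL | compound dosing = single-point compound dose | incubation = compound exposure 3 h, 37 °C | technique = DiI fluorescence, bottom read | read-out = cell-associated DiI fluorescence as measure of HDL uptake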
Numbers without * were called inactive; · = no result given.

SMILES	dFosB act	NSD2 inh	PKA-R1A activ	MITF TRPM1 HTS	SR-BI HDL uptake	Arrestin-AP2 inh	SUMO Mot1 rescue	DSG3 Ab inh	PKA-R2B activ	CDK5 p35 inh	SR-BI uptake up
O=C(c1ccccc1)c1ccc(OCC(O)CN2CCN(Cc3ccccc3)CC2)cc1 (stereo not drawn)	-20.7	0.1	2.9	·	-33.8	10.5	253.3	·	1.9	0.2	33.8
CCS(=O)(=O)N1CCC(C(=O)OCC(=O)c2ccc(Br)cc2)CC1	7.2	-3.0	-6.9	-3.8	-22.5	-1.9	12.4	108.8	-11.1	2.1	22.5
O=C(OCC(=O)N1CCC(Cc2ccccc2)CC1)c1ccccc1O	-4.8	0.2	6.9	90.5*	11.3	1.3	57.4	128.3	0.0	-0.4	-11.3
Cc1onc(-c2ccccc2Cl)c1C(=O)NCc1ccccc1	-4.6	·	1.1	-9.7	-3.6	5.6	-28.5	123.1	4.3	-0.6	3.6
CCOc1ccc(-n2c(SCC(=O)NCc3ccco3)nc3ccccc3c2=O)cc1	-8.0	2.5	-3.8	-10.1	-0.3	-2.6	-13.7	106.0	-11.1	0.6	0.3
CCOC(=O)N1CCN(C(=O)Nc2ccc3oc(C)nc3c2)CC1	1.2	22.4	2.5	-7.3	-18.3	0.0	-3.5	98.8	-8.2	-1.2	18.3
Cc1cccc2cc(C(c3nnnn3Cc3ccccc3)N3CCN(C)CC3)c(=O)[nH]c12 (stereo not drawn)	-7.0	·	-3.6	2.5	-33.2	25.6	8.0	100.2	2.0	-0.3	33.2
O=Nc1c(O)ccc2cc(S(=O)(=O)O)ccc12	-4.4	43.5	-6.3	3.0	-9.5	-2.0	·	108.1	-0.9	-0.6	9.5
Cc1cc(C)c(NC(=O)CS(=O)CC(=O)N2CCN(c3cccc(C)c3C)CC2)c(C)c1 (stereo not drawn)	-20.5	5.5	0.2	-9.8	52.3	1.8	32.6	·	7.4	0.5	-52.3
CCCCNC(=O)CSc1nc2ccc(N3CCOCC3)cc2c(=O)n1Cc1ccc(OC)cc1	-6.6	5.5	0.5	48.4	0.2	-23.6	·	105.1	-10.5	0.4	-0.2
COc1cc(-c2n[nH]c(=S)n2-c2ccccc2C(F)(F)F)cc(OC)c1OC	-8.7	0.9	2.6	·	-17.9	-7.3	40.7	·	1.2	0.9	17.9
O=C(NCCCN1CCOCC1)c1ccco1	1.0	-2.5	-2.5	-2.6	-25.6	10.3	-6.0	98.5	6.7	-1.3	25.6
CCCC(=O)Nc1ccccc1NC(=O)c1ccc(OC(C)=O)cc1	-6.8	-1.3	9.0	0.0	·	9.8	7.3	96.2	-1.8	1.2	·
COc1cc(C(=O)NNC(=S)NC(=O)/C=C/c2ccccc2)cc(OC)c1OC	-8.0	-0.9	-11.7	·	8.0	-10.7	4.5	99.6	-3.1	0.2	-8.0
COc1cccc(C(=O)Nc2cc3c(cc2Cl)OCCCO3)c1	2.1	27.8	-9.0	75.1	60.3	2.0	-15.3	105.9	-1.6	-0.7	-60.3
Cc1ccc(-c2ccc(/C=N/NC(N)=S)o2)cc1	-3.7	2.2	-12.4	·	95.6*	1.6	69.1	104.6	2.3	0.2	-95.6
COc1cccc(COC(=O)C2CC(=O)N(Cc3ccc(C)cc3)C2)c1OC (stereo not drawn)	-0.7	-0.6	-0.5	2.5	-23.8	-19.7	31.0	107.6	2.6	1.9	23.8
COc1cc(/C=C2/C(=N)N3C=CSC3=NC2=O)ccc1OCCCOc1ccccc1C	-2.5	-1.4	-3.2	29.0	61.8	21.7	-16.5	126.1	6.6	-3.2	-61.8
COC(=O)Cc1ccc(NC(=S)N2CCC(Cc3ccccc3)CC2)cc1	-12.2	-0.3	2.5	·	2.7	3.1	-0.2	109.5	1.9	2.2	-2.7
NCCCCc1cn(CC(=O)N2CCNCC2)nn1	-10.8	·	-0.1	9.9	-12.8	6.2	281.1	103.3	10.0	1.1	12.8
Cc1c(C(=O)N(C)c2ccccc2)oc2c1C(O)CC(C)(C)C2 (stereo not drawn)	-5.0	1.7	2.4	1.6	5.1	-5.7	5.0	83.2	0.8	1.9	-5.1
O=C(COC(=O)C1CC2C=CC1C2)Nc1ccccc1[N+](=O)[O-] (stereo not drawn)	2.7	4.5	-13.9	·	-7.7	-3.8	22.3	·	-5.5	1.9	7.7
CCOC(=O)C1(Cc2cccc(F)c2)CCN(Cc2cnn(CC)c2)CC1	-7.3	10.0	6.6	-5.9	-4.0	6.4	-5.3	110.4	4.9	-3.2	4.0
Cc1cccc(OCCCn2ccnc2)c1	-4.3	·	-12.3	-1.4	-8.0	3.7	6.7	·	4.4	-0.2	8.0
CCN(CC)CCCNC1=C(Cl)C(=O)c2ccccc2C1=O	-1.4	112.0*	-8.2	-110.0	1.0	-11.8	-3.3	100.1	-14.4	-0.2	-1.0

Continued:
SMILES	dFosB act	NSD2 inh	PKA-R1A activ	MITF TRPM1 HTS	SR-BI HDL uptake	Arrestin-AP2 inh	SUMO Mot1 rescue	DSG3 Ab inh	PKA-R2B activ	CDK5 p35 inh	SR-BI uptake up
Cc1cccc(C(=O)N[C@H](C(=O)Nc2ncc(C)s2)C(C)C)c1	2.0	2.7	9.1	10.0	0.8	-16.2	64.4	97.8	-2.7	1.1	-0.8
Cc1cc(C)c2cc(CNC3CCCC3)c(Cl)nc2c1	-11.1	2.1	-9.1	17.8	20.0	-0.3	-11.4	106.9	-9.3	0.7	-20.0
Cc1cccc(NC(=O)COC(=O)c2ccc(C)c(S(=O)(=O)N3CCCCC3)c2)c1	2.3	0.4	-2.2	-0.1	57.2	-7.2	-9.4	·	-2.9	-7.0	-57.2
NC(=O)C1CCCN(Cc2ccc3ccccc3c2)C1 (stereo not drawn)	-8.3	-7.0	6.1	-1.9	-10.4	-3.2	-12.5	97.1	-11.4	-0.6	10.5
O=C(COc1ccccc1)NNC(=O)c1cc2ccccc2oc1=O	4.7	-2.3	-9.6	17.8	-29.2	-3.5	155.5	103.0	-0.2	1.5	29.2
Cc1ccc(N(C)C(=O)CCS(=O)(=O)c2cc3c(cc2Cl)NC(=O)CO3)cc1	-6.5	·	-18.1	·	-1.4	-1.2	-8.2	103.5	-1.1	0.7	1.4
N#Cc1ccccc1NC(=O)COC(=O)/C=C/c1cn(-c2ccccc2)nc1-c1ccc(Cl)cc1	8.4	-2.2	6.7	-22.1	37.4	-31.4	·	95.2	4.4	-0.5	-37.4
CCC(C)c1ccccc1N1CC(C(=O)Nc2ccc(N3CCOCC3)cc2)CC1=O (stereo not drawn)	-2.8	0.0	-9.9	-4.4	12.6	-0.8	-10.1	102.9	-4.8	-0.1	-12.6
CCc1ccccc1N1CCN(S(=O)(=O)c2cc(OC)ccc2OC)CC1	-18.6	22.4	-7.3	-4.3	-27.9	0.9	1.7	122.4	1.6	-0.7	27.9
Cc1cccc(OCc2nnc(-c3ccc(F)cc3)o2)c1	-0.3	-3.2	-7.7	18.1	-18.7	-5.5	-2.5	·	-0.3	-1.1	18.7
Nc1ncnc2nc(SCCN3CCCCC3)[nH]c12	-1.1	-1.3	11.6	9.1	-27.3	20.7	·	95.1	8.7	0.3	27.3
CCOc1cc(/C=C2\N=C(C)OC2=O)cc(Br)c1OCCc1ccccc1	-6.5	0.5	-5.1	-4.6	19.6	-5.3	-16.4	97.6	-7.9	-1.7	-19.6
O=C(Nn1c(O)c(C=C2N=c3ccccc3=N2)sc1=S)c1ccc(Cl)cc1	-2.3	0.4	12.5	-10.6	6.5	7.5	-6.6	94.2	-0.1	-2.5	-6.5
CC1=C(C(=O)N(C)CCC#N)C2(CCCCC2)OC1=O	-0.3	·	2.8	9.2	12.0	-0.8	2.9	108.5	2.5	-1.2	-12.0
CCOc1ccc(C(OC(=O)c2ccco2)C(=O)NCc2ccc(C)cc2)cc1 (stereo not drawn)	1.0	-3.1	-3.4	-8.8	2.3	13.6	35.7	108.8	-2.0	1.4	-2.3
COc1cc(/C=C/C(=O)O)cc(OC)c1O	-4.4	·	-6.4	-0.2	-11.9	-1.6	38.0	115.1	-0.1	0.7	11.9
O=C(CCCc1nc(-c2ccc(Cl)cc2)no1)N1CCOCC1	-3.0	-1.5	-13.7	-13.7	-9.6	-1.8	-2.8	98.4	-0.6	-1.6	9.6
COc1ccccc1NC(=O)CSc1nnc(-c2ccccn2)o1	4.2	10.8	-0.1	·	·	-5.8	286.9	93.2	7.5	-2.0	·
CCn1c(SCC(=O)N2CCOCC2)nc2c(c1=O)SC(C)C2 (stereo not drawn)	1.9	·	5.3	-7.0	-29.8	28.9	-2.9	109.3	3.2	-0.1	29.8
O=C(c1cc2n(n1)C(C(F)(F)F)CC(c1ccc(F)cc1)N2)N1CCCC1 (stereo not drawn)	-10.8	1.8	1.2	-6.0	-12.3	3.6	-13.5	100.0	0.9	2.0	12.3
Fc1c(F)c(C(F)(F)F)c(F)c(F)c1N1CCN(c2ccc3nnc(C(F)(F)F)n3n2)CC1	-7.8	-3.1	-0.9	3.8	-9.7	-9.1	1.7	110.8	-0.3	-3.6	9.7

Bioassay records from PubChem.
